sEH activator: increases human soluble epoxide hydrolase activity; 91,000 tested, 0.04% active; AID 717; P34913; purified human sEH enzymatic activity, activator screen; activation, % at 2 µM; in the data active means activation above about 37%; further: values of inactives mirror those of a sister screen read the other way
Target sequence (P34913 whole entry, looked up): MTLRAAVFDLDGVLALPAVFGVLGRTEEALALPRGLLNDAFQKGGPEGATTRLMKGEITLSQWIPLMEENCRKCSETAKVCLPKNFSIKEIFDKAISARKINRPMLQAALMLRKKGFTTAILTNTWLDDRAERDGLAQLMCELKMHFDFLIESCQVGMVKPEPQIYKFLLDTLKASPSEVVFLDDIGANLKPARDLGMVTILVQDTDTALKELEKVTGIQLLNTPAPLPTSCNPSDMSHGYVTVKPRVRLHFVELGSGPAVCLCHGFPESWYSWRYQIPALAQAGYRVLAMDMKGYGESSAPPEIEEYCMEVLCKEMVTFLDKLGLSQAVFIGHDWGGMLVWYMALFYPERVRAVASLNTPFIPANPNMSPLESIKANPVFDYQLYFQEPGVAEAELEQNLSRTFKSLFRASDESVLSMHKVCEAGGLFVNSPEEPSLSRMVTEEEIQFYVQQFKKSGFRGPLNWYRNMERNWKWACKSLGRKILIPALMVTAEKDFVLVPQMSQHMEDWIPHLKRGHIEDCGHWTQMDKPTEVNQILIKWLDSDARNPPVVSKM
The depositor's hits bear a star.

The first 3 compounds (preview)
molecule | sEH activator
CCCCC(=O)Nc1ccc(C(=O)NNC(=O)c2ccco2)cc1 | 14
O=C(NN=C1CCCCCCC1)C(=O)NC1CCCCC1 | -9
Cc1ccc(S(=O)(=O)NCc2n[nH]c(=S)n2C)cc1 | -2

The whole of this part, from the first entry:
molecule | sEH activator
CCCCC(=O)Nc1ccc(C(=O)NNC(=O)c2ccco2)cc1 | 14
O=C(NN=C1CCCCCCC1)C(=O)NC1CCCCC1 | -9
Cc1ccc(S(=O)(=O)NCc2n[nH]c(=S)n2C)cc1 | -2
O=C(Nc1ccc(F)cc1)c1cc(S(=O)(=O)N2CCCCC2)cs1 | -25
Cc1c(N2C(=O)/C(=C/c3ccccc3)SC2=S)c(=O)n(-c2ccccc2)n1C | 1
COc1ccc(/C=N/NC(=O)c2cccc(Br)c2)cc1Cn1cc(Cl)cn1 | -66
CCOC(=O)c1c(N2C(=O)C=CC2=O)sc(C)c1C | 18
CCC(Sc1nc2ccccc2s1)C(=O)Nc1nnc(C)s1 (configuration not stated) | 2
O=C(O)CC(NS(=O)(=O)c1ccc(Br)cc1)c1ccco1 (configuration not stated) | 9
CNC(=O)COC(=O)c1nc(-n2nc(C)cc2C)ccc1Cl | 1
O=C(NCSc1ccnc(SCNC(=O)c2ccc(F)cc2)n1)c1ccc(F)cc1 | -3
CN(NC(=O)NN)c1ncc(C(F)(F)F)cc1Cl | -6
O=C(O)CCCC(=O)Nc1ccc(Sc2ccc([N+](=O)[O-])cc2)cc1 | 3
CCCCN(CCCC)S(=O)(=O)c1ccc(N2CCCC2=O)c([N+](=O)[O-])c1 | -1
CCCC(=O)Nc1nc(-c2ccc3c(c2)OCCO3)cs1 | 8
CN(C)CCCNCCNC(=O)/C=N\O | 7
Cn1c(CCNC(=O)c2ccc(Cl)c(Cl)c2)nnc1SCc1ccc(Cl)c(Cl)c1 | -2
Cc1ccc2c(CSc3nnc(N)s3)cc(=O)oc2c1 | -9
Cc1ccc(OCC(=O)N/N=C\c2c(C)n(C)c3ccccc23)c([N+](=O)[O-])c1 | -4
COC(=O)c1ccc2c(c1)NC(=O)C(N1CCCCC1)S2 (configuration not stated) | 15
O=C(CSc1ccc(Cl)cc1)NC1CCCC1 | -4
c1ccc(CN2CCN(c3nc(NCc4ccco4)c4ccccc4n3)CC2)cc1 | -27
COc1ccc(CC(=O)Nc2ccc(C(=O)NCC(C)C)cc2)cc1 | -2
COc1cccc2cc3c(=O)oc4ccccc4c3nc12 | 24
CCOc1ccc(NC(=O)CN2CCN(CC(=O)Nc3ccc4c(c3)OCO4)CC2)cc1 | -7
Nc1c(C(=O)NCc2ccccc2)c2nc3ccccc3nc2n1-c1ccc2c(c1)OCO2 | 11
COc1ccc(C(=O)NC(=S)Nc2nc(C)c(C(=O)N(C)C)s2)cc1 | -4
O=C(C=C1CCN(c2ncc(C(F)(F)F)cc2Cl)CC1)NNC(=O)Nc1ccccc1 | 9
COc1ccc(C2C(C#N)=C(N)Oc3n[nH]c(C)c32)cc1CN1CCN(c2ccc(F)cc2)CC1 (configuration not stated) | 8
Cc1ccc(C(=O)/C=C/Nc2ccc([N+](=O)[O-])cc2Br)cc1 | 6
Cc1nc2sc(C(c3cccc(F)c3)N3CC(C)OC(C)C3)c(O)n2n1 (configuration not stated) | -3
Cc1sc(NC(=O)CN2CCN(c3ccccn3)CC2)c(C#N)c1C | -5
CCOC(=O)c1c(NC(=S)Nc2ccc(F)cc2)sc2c1CCC2 | 1
CCN1CCN(c2ccc([N+](=O)[O-])cc2C(=O)c2ccc(Cl)cc2)CC1 | 9
Cc1ccc(CN=C2Nc3ccccc3CS2)cc1 | 0
Cc1cc(C(=O)OC(C)C(=O)Nc2nc(-c3ccccc3)cs2)c(C)o1 (configuration not stated) | -4
COc1ccccc1N(CC(=O)NCc1cccnc1)S(C)(=O)=O | -18
Cc1ccc(C(=O)C[n+]2cc(-c3ccccc3)n3c2CCCCC3)cc1 | 6
Oc1ccccc1/C=N/n1c2ccccc2c2ccccc21 | -4
Cc1cccc(N(CC(=O)Nc2c(C)n(C)n(-c3ccccc3)c2=O)S(C)(=O)=O)c1 | -5
CC(=O)Nc1ccc(N2C(=O)CC(c3ccccc3)CC2=O)cc1 | 5
S=C(Nc1ccc(Cl)c(Cl)c1)NC1CCCCC1 | -53
Cc1nc2ccccn2c1C(=O)N/N=C/c1ccccc1[N+](=O)[O-] | 3
COc1ccc(OCC(=O)NNc2c3ccccc3nc3ccccc23)cc1 | -1
COc1ccc(C(=O)/C=C/Nc2ccc(NC(C)=O)cc2)cc1OC | -5
CNC(=S)NNC(=O)c1cccn(Cc2cccc(Cl)c2)c1=O | -2
C=CCn1c(C(C)NC(=O)c2ccccc2)n[nH]c1=S (configuration not stated) | 6
COc1ccc(S(N)(=O)=O)cc1C(=O)NCCCN1CCN(c2cccc(Cl)c2)CC1 | -1
COc1ccc(CNC(=O)C2CSC(=O)C2)cc1 (configuration not stated) | 3
NC(=O)Cn1nnc(-c2ccccc2NC(=O)c2cnccn2)n1 | 13

(more compounds)
molecule | sEH activator
O=C(NC(c1ccccc1)c1c(O)ccc2ccccc12)c1ccccc1Cl (configuration not stated) | -6
COC(=O)c1ccc(/C=N/OCC(=O)NC2CCCCCCC2)cc1 | -28
COc1ccc(NC(=O)C23CC4CC(C2)CC(n2cnc(Br)n2)(C4)C3)c(OC)c1 | -1
Cc1ccccc1C(=O)Oc1cccc(Nc2ncnc3ccccc23)c1 | 8
Cc1ccc(S(=O)(=O)N2CCCC2C(=O)NCCc2nc3ccccc3[nH]2)cc1 (configuration not stated) | 7
CCc1ccc(N(C(=O)c2ccoc2C)C(C(=O)NC2CCCC2)c2ccc(OC)cc2)cc1 (configuration not stated) | -7
CCOC(=O)C(NS(=O)(=O)c1ccc(Br)cc1)C(C)C (configuration not stated) | 8
CCc1ccc(NCc2nc3ccccc3c(=O)[nH]2)cc1 | 2
COC(=O)c1cccc(N(C(=O)c2cnccn2)C(C(=O)NC2CCCCC2)c2cn(C)nc2C)c1 (configuration not stated) | 2
COc1ccc(C2C(C(C)=O)=C(O)C(=O)N2CCCn2ccnc2)cc1 (configuration not stated) | -14
Cc1ccc(-c2cc(-c3ccccc3)nc(Cl)n2)cc1 | -4
COc1ccc(C2Nc3ccccc3C(=O)N2Cc2ccccc2)cc1COc1ccccn1 (configuration not stated) | -4
COc1cccc(NC(=O)c2nn(C34CC5CC(CC(C5)C3)C4)cc2[N+](=O)[O-])c1 | -10
CCCOc1ccc(N2C(=O)CC(N(CCc3ccc(OC)cc3)C(=O)c3cccc(F)c3)C2=O)cc1 (configuration not stated) | 10
O=C(NNC(=O)c1ccccc1O)c1ccc(Cl)cc1 | 2
CC(C)(CCl)C(=O)Nc1ccc(Sc2ccc(F)cc2)cc1 | -29
COc1cccc(CN=CC2=C(O)CC(C)(C)CC2=O)c1OC | 7
CCOC(=O)C1=C(C)N(C)C(=O)C1CC(=O)O (configuration not stated) | -4
CCOC(=O)c1cnn(-c2ccccc2)c1-n1cccc1C(=O)C(=O)Nc1ccccc1C(F)(F)F | 4
CC(=O)Nc1ccc2c(c1)C(=O)c1ccccc1C2=O | 9
O=C(CCC1CCCCC1)NNC(=O)NC12CC3CC(CC(C3)C1)C2 | -84
CC(=O)Nc1ccc(C(=O)OCC(=O)N(Cc2ccccc2)C(C)(C)C)cc1 | -5
COC(=O)c1nn(-c2ccccc2)c(Sc2ccc(Br)cc2)c1/C=N/O | 1
Cc1ccccc1N(C(=O)Cc1cccs1)C(C(=O)NCC1CCCO1)c1cccnc1 (configuration not stated) | 3
COCCNC(=O)c1onc(CSc2ccccc2F)c1C(=O)O | -8
O=[N+]([O-])c1cc(Br)c(O)c(/C=N/Nc2nnnn2-c2cccc3ccccc23)c1 | 6
C=CCNC(=O)c1onc(CSc2ccccc2)c1C(=O)O | 3
CCCOc1ccc(C(=O)CCC(=O)OCC(=O)N2CC(=O)Nc3ccccc32)cc1 | 7
Cc1ccc(CSc2nnc(CC(=O)Nc3ccc(C)cc3)n2C)cc1 | -1
CN1/C(=C\C=Nc2ccccc2)C(C)(C)c2ccccc21 | 0
Cc1cc(N2CCN(c3ccccc3F)CC2)nc2cc(O)ccc12 | -8
O=C(O)c1nc(-c2ccccc2)n(-c2ccc(Cl)cc2)n1 | 11
Cc1ccc(C(=O)N/C(=C\c2ccc([N+](=O)[O-])cc2)C(=O)NCCc2ccccc2)cc1 | -15
FC(F)(F)c1cc(Sc2ccccc2)nc(-c2ccccn2)n1 | -5
CCOc1ccc(Cl)cc1CNCCNCC(C)O (configuration not stated) | -1
Cc1nc(NC(=O)c2oc3ccccc3c2C)sc1C(=O)N(C)C | 12
CSc1ncccc1C(=O)OCc1ccc(C#N)cc1 | -10
CCNc1cc(Cl)nc(SC)n1 | 1
Cc1c(C(c2ccc([N+](=O)[O-])cc2)c2c(C)n(C)n(-c3ccccc3)c2=O)c(=O)n(-c2ccccc2)n1C | 6
N=c1sccn1CC(=O)Nc1cc(Cl)ccc1Oc1ccccc1 | -4
COc1cccc(C(=O)Nc2ccc(-c3nnc(-c4ccco4)o3)cc2)c1 | -6
Cc1ccc(-c2cc(C(=O)NCc3cccnc3)no2)cc1 | -1
CC(C)(C)C1CCc2c(sc(N)c2C(N)=O)C1 (configuration not stated) | 0
CCC(=O)Nc1ccc(S(=O)(=O)Nc2cc(C)on2)cc1 | 4
CC(C)NC(=O)CSc1nnc2sc3ccccc3n12 | -6
O=C(NCCN1CCOCC1)N1c2ccccc2Sc2ccccc21 | 6
COCCn1nc2cc(C(=O)NCc3cc(C(F)(F)F)cc(C(F)(F)F)c3)ccc2c1OC | -34
CCc1nnc(NC(=O)c2ccc(S(=O)(=O)NCC(C)C)cc2)s1 | 8
CC(C)CNC(=S)NNC(=O)c1ccccc1OC(F)F | 11
Cc1ccc2nc(-c3ccc(NC(=S)NC(=O)CC(C)C)cc3)sc2c1 | 5

Six entries from above, with values ahead of the structure:
sEH activator | compound
-1 | Cc1ccc(-c2cc(C(=O)NCc3cccnc3)no2)cc1
0 | CC(C)(C)C1CCc2c(sc(N)c2C(N)=O)C1 (configuration not stated)
4 | CCC(=O)Nc1ccc(S(=O)(=O)Nc2cc(C)on2)cc1
-6 | CC(C)NC(=O)CSc1nnc2sc3ccccc3n12
6 | O=C(NCCN1CCOCC1)N1c2ccccc2Sc2ccccc21
-34 | COCCn1nc2cc(C(=O)NCc3cc(C(F)(F)F)cc(C(F)(F)F)c3)ccc2c1OC

Additional results follow:
molecule | sEH activator
CC(C(=O)NCC1CCCO1)N(C(=O)c1snc(C(N)=O)c1N)c1ccccc1 (configuration not stated) | -36
CCNc1nc(Oc2ccc(C(=O)OC)cc2)nc(N(C)C)n1 | -2
CCn1c(O)c(/C=C2\C=Nc3ccccc32)sc1=Nc1ccc(C)cc1 | 10
Cc1ccc(C(=O)Nc2ccc(OCc3ccccc3)cc2)cc1[N+](=O)[O-] | 16
COc1ccc(N2C(=O)NC(NC(=O)c3ccncc3)(C(F)(F)F)C2=O)cc1 (configuration not stated) | 5
CC1(C)CN(c2ccccc2)N(C(=O)c2ccc(F)cc2)C1=O | 4
CCc1ccc(C2NC(=S)NC3=C2C(=O)N(c2ccccc2OC)C(c2ccc(CC)cc2)N3)cc1 (configuration not stated) | 1
CC(C)(Cl)C1Cc2cc3ccc(=O)oc3cc2O1 (configuration not stated) | -5
CCN(CC)CCNC(=O)c1ccc(NC(=O)c2ccc(Cl)c(S(=O)(=O)Nc3ccccc3OC)c2)cc1 | -11
CCOCC(=O)Nc1cc(C(=O)Nc2cccc(C)c2C)ccc1Cl | -2
CN(C(=O)CC(NC(=O)c1ccccc1)(c1ccccc1)c1ccccc1)c1ccccc1 | -6
FC(F)(F)c1nnc2c(Sc3ccccc3)nc3ccccc3n12 | 0
O=C(NCc1ccccc1)c1cccc(NC(=O)c2ccco2)c1 | -2
CCOC(=O)c1sc(NC(=O)c2ccc(S(=O)(=O)N(C)C)cc2)cc1C | -69
COCC(=O)N/N=C/c1ccc(Sc2nc3ccccc3s2)o1 | -2
Cc1ccc(S(=O)(=O)NCC(=O)OCC(=O)c2ccc(Br)s2)cc1 | -3
COc1cc(/C=C(\C#N)C(=O)NCC2CCCO2)c([N+](=O)[O-])cc1OC (configuration not stated) | -6
CCC(=O)NC(Nc1sc2c(c1C(=O)OC)CCCC2)(C(F)(F)F)C(F)(F)F | -8
CC[n+]1c(/C=C2\C=C(C)CC(C)C2)sc2ccccc21 (configuration not stated) | 1
Cc1occc1C(=O)NNC(=S)NCC(C)C | 20
O=C(CC1OC(=O)c2ccccc21)NC1CCCCC1 (configuration not stated) | -15
Cc1ccc(-n2c(Cn3nc(C(F)(F)F)cc3C)n[nH]c2=S)cc1 | -8
CCOC(=O)N1CCN(C(=O)c2ccc3c(c2)sc2nc(-c4ccccc4)cn23)CC1 | -1
COc1ccc(C(NC(=O)/C=C\c2ccco2)c2ccc(OC)c(OC)c2)cc1 (configuration not stated) | -3
CC(C)CC(=O)Nc1cc([N+](=O)[O-])ccc1Cl | 21
O=C1C2C3CC(C(Br)C3Br)C2C(=O)N1c1ccccn1 (configuration not stated) | 6
CCNC(=S)NNC(=O)c1csc2c1CCCC2 | -11
Cc1cnc(NC(=O)CN2CCN(c3ccccn3)CC2)s1 | -2
COC(=O)c1sccc1NC(=O)CN(C)NS(=O)(=O)c1ccc(Cl)cc1 | 2
CCOC(=O)/C=c1\s/c(=C\c2c(OC)ccc3ccccc23)c(=O)n1CC(=O)NCC1CCCO1 (configuration not stated) | -5
CC(OC(=O)C1=COCCO1)C(=O)Nc1ccc(Oc2ccccc2)cc1 (configuration not stated) | 6
COc1ccc2oc(-c3ccc(C)c(NC(=O)CSc4ccc(Cl)cc4)c3)nc2c1 | 0
CCOC(=O)c1nnc(-c2ccccc2)nc1NCc1ccc(Cl)cc1 | -2
COc1nnc(OC)c2ccccc12 | 8

Only part of the results is shown, so the mix of outcomes need not match the whole.
